N370S GC = qHTS Assay for Inhibitors and Activators of N370S glucocerebrosidase as a Potential Chaperone Treatment of Gaucher Disease; Lysosomal acid glucosylceramidase (Homo sapiens), P04062; N370S GC spleen homogenate, 4MU-glucoside fluorescence; actives 0.092% (n = 330,000); Potency, µM (doses to about 59.4 µM), for inactives: at the top dose activity change, negative = inhibition, most hits filed as inhibitors;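 note: 0% = full enzyme activity and -100% = no enzyme basal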
TDP1 inh = qHTS Assay for Inhibitors of Tyrosyl-DNA Phosphodiesterase (TDP1); Tyrosyl-DNA phosphodiesterase 1 (Homo sapiens), Q9NUW8; recombinant TDP1, AlphaScreen DNA substrate cleavage; Potency, µM (top dose mostly 130 µM), without a hit: top-dose activity change, negative = inhibition, most hits filed as inhibitors; actives 0.28% (n = 350,000); AID 485290, 2010; note: nearly all actives have a fitted effect of over 40% in size
Target sequence (Q9NUW8 whole entry, looked up): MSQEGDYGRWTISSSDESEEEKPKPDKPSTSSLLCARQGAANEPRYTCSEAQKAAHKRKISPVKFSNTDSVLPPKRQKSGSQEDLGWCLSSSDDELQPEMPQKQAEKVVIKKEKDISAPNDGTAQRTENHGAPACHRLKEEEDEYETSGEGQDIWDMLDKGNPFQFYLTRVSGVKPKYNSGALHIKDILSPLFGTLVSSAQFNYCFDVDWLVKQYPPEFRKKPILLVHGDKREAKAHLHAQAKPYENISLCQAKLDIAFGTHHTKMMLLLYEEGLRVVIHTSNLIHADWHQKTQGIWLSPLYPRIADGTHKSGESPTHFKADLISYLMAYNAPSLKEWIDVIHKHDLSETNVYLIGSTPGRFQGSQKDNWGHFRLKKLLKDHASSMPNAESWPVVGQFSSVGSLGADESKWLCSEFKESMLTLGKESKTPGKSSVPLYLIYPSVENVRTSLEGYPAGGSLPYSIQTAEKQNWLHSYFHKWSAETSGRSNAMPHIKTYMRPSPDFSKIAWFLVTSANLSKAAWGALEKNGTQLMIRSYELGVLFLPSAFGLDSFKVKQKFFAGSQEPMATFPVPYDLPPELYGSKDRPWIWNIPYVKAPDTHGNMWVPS
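Tdp1 1 nM final; 15 min RT w/ cpd; substrate 15 nM, 5 min; beads 10 ug/ml, 10 min; AlphaScreen read. Neg ctrl: no enzyme.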
DT40 TDP1 no CPT = qHTS for Inhibitors of human tyrosyl-DNA phosphodiesterase 1 (TDP1): qHTS in cells in absence of CPT | Potency, µM (series often up to 46.2 µM), for the others: at the top dose activity change, negative = growth inhibition, hits mostly inhibitors | DT40 Tdp1-/- hTDP1 cells, no CPT, ATP luminescence, 48 h | actives 15% (n = 420,000); note: nearly all actives have a fitted effect of over 55% in size
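Camptothecin absent (DMSO only). Human TDP1-complemented DT40 knockout cells, 400 cells/well, 37 °C for minimum 48 hr; ATP measured via CellTiter-Glo, 30 min dark incubation, luminescence.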
Active calls of the source: *; ? = inconclusive; nt = no result given. Calls come from the whole dose curve; as a rule, active = well fitted curve in the direction sought with a large enough effect; inconclusive = small, poorly fitted or top-dose-only effect, or another doubt; inactive = no such curve, though single readings can be large; an effect the other way counts as inactive or inconclusive. Unless noted, % is set by controls: 0 for no effect and ±100 for the full control effect; potency is the fitted concentration of half-maximal effect. This is a subset; count on the stated rates, not on these rows.

SMILES	N370S GC	TDP1 inh	DT40 TDP1 no CPT
CCOc1ccc(C(=O)N2CCN(Cc3cc(=O)n4nc(-c5ccccc5Cl)sc4n3)CC2)cc1	nt	5%	-6%
CCc1ccccc1NC(=O)c1ccc(-c2csc(C)n2)cc1	5%	1%	0%
CN1N=C(C(C)(C)C)CC1=O	-1%	0%	0%
CCCCn1c(O)c(C=NCCCN(C)C)c(=O)[nH]c1=O	2%	5%	-16%
Cc1ccc(C)c(NC(=O)CSc2ncc3c(n2)-c2ccc(Cl)cc2N(C)S3(=O)=O)c1	nt	-3%	18µM*
O=C(CCn1c(=O)sc2ccccc21)Nc1cccnc1	9%	-1%	-12%
COCCNC(=O)CN1C(=O)NC2(CCCCCC2)C1=O	4%	-3%	5%
Cc1ccc(-n2c(SCC(=O)NCC3CCCO3)nc3ccccc3c2=O)cc1C (stereo not given)	-7%	0%	?
O=C(Nc1ccc2c(c1)nc1n2CCN(C2CCCCC2)C1)c1ccco1	-10%	8%	?
O=C(COc1cccc2cccnc12)NNC(=S)Nc1ccccc1	-3%	11%	nt
Cc1ccc(S(=O)(=O)n2nc(C)c(S(=O)(=O)N3CCCCCC3)c2C)cc1C	nt	1%	-14%
Cc1nc(SCC(=O)O)c2oc3ccccc3c2n1	3%	0%	-8%
CCN(CC(=O)Nc1ccc(C)c(S(=O)(=O)N(C)C)c1)Cc1ccccc1	-5%	nt	?
Cc1ccc(-n2ncc3c(=O)n(-c4ccc(C)c(C)c4)c(C)nc32)cc1	6%	0%	18µM*
COc1ccc(CN2CCC(C(=O)c3cccc(Cl)c3)CC2)cc1	-5%	nt	3%

Structural class, the compounds so far with a carbonyl joined to an NH by a bond outside any ring
SMILES	N370S GC	TDP1 inh	DT40 TDP1 no CPT
CCc1ccccc1NC(=O)c1ccc(-c2csc(C)n2)cc1	5%	1%	0%
Cc1ccc(C)c(NC(=O)CSc2ncc3c(n2)-c2ccc(Cl)cc2N(C)S3(=O)=O)c1	nt	-3%	18µM*
O=C(CCn1c(=O)sc2ccccc21)Nc1cccnc1	9%	-1%	-12%
COCCNC(=O)CN1C(=O)NC2(CCCCCC2)C1=O	4%	-3%	5%
Cc1ccc(-n2c(SCC(=O)NCC3CCCO3)nc3ccccc3c2=O)cc1C (stereo not given)	-7%	0%	?
O=C(Nc1ccc2c(c1)nc1n2CCN(C2CCCCC2)C1)c1ccco1	-10%	8%	?
O=C(COc1cccc2cccnc12)NNC(=S)Nc1ccccc1	-3%	11%	nt
CCN(CC(=O)Nc1ccc(C)c(S(=O)(=O)N(C)C)c1)Cc1ccccc1	-5%	nt	?

Further entries follow:
SMILES	N370S GC	TDP1 inh	DT40 TDP1 no CPT
CN(C)S(=O)(=O)c1cccc(NC(=O)CSc2ncnc3ccccc23)c1	-1%	4%	18µM*
Cc1ccc(-c2nnc(CSc3nnc(COc4cccc5ccccc45)n3-c3ccccc3)o2)cc1	?	10%	?
CCN(CC(=O)Nc1ccc(NC(C)=O)cc1)C(=O)c1cccc(S(=O)(=O)N2CCc3ccccc3C2)c1	-11%	nt	-20%
CCCCSc1nc(N)c(C#N)c(-c2cccs2)c1C#N	2%	7%	?
Nc1sccc1C(=O)c1ccccc1	12%	3%	?
CCN(CCC#N)c1ccc(/C=N/Nc2nc(C)cc(=O)[nH]2)c(C)c1	?	8%	?
COc1ccc(Cl)cc1NC(=O)CCc1c(C)nc2c(c1C)c(=O)n(C)c(=O)n2C	nt	5%	-13%
O=c1c2oc3ccccc3c2ncn1Cc1ccccc1F	-2%	-1%	-9%
Cc1cc(C)n(C(=O)CCNC(=O)c2ccccc2Br)n1	3%	4%	-2%
COc1ccc(C2c3[nH]c4ccccc4c3CCN2Cc2cccn2-c2ncccn2)cc1C (stereo not given)	9%	5%	16µM*
COc1cc([C@H]2[C@@H]3CCCC[C@]3(O)CCN2CC(=O)Nc2ccc(C)cc2C)ccc1O	-8%	4%	?
Cc1cccc(NC(=O)/C=C/c2ccc([N+](=O)[O-])s2)c1	9%	5%	2.6µM*
CNS(=O)(=O)c1cn(CC(=O)Nc2ccc(OC)c(Cl)c2)cc1S(=O)(=O)NC	nt	3%	-9%
Cc1nnsc1-c1c(C(=O)Oc2ccccc2)c(C)nn1-c1ccccc1	8%	-2%	?
COc1cc2nc(SCc3ccc(C)cc3)n3nc(CCn4nc(C)cc4C)nc3c2cc1OC	nt	-7%	1%
CCOCc1nnc(NC(=O)c2c(-c3ccccc3)noc2C)s1	-9%	2%	-20%
CCOC(=O)C(CCCOc1cccc(CC)c1)C(=O)OCC	-4%	-8%	4%
O=C(CN1CCOCC1)Nc1ccc([N+](=O)[O-])cc1	-3%	nt	2%
O=C(NCc1cccc(F)c1)c1ccc2nc(CCc3ccccc3)oc2c1	nt	4%	?
COc1ccc(/C=N/n2cnnc2SCCO)cc1OC	3%	4%	-4%
CCOc1ccc2nc(NC(=O)C34CC5CC(CC(NC(C)=O)(C5)C3)C4)sc2c1	?	6%	?
CCc1ccc(OC(C)C(=O)Nc2ccccc2C(=O)N2CCOCC2)cc1 (stereo not given)	-18%	2%	?
O=C(c1cc(-c2cccc(Cl)c2)on1)N1CCCC1	-2%	9%	7%
CCCCCC(=O)Cc1cc(O)cc2c1C(=O)Oc1cc(O)c(C(=O)O)c(CCCCC)c1O2	14%	nt	?
NC(=O)c1ccc2c(=O)n3c(-c4cccs4)csc3nc2c1	11%	0%	-14%
COc1cc(OC)c(OC)cc1/C=C1/Cc2ccccc2C1=O	8%	nt	-30%
N#Cc1c(-c2ccco2)c2c([nH]c1=S)CCCC2	12%	11%	2%
COc1ccc2c(c1)cc(C(=O)N[C@H](C(=O)N1CCC[C@H]1C(=O)O)C(C)C)n2C	-13%	nt	1%
Cc1ccn2cc(C34CC5CC(CC(C5)C3)C4)nc2c1	?	2%	?
COc1cccc(CCNC(=O)Cn2c(-c3cccs3)cc3ccccc32)c1	nt	1%	?
CCOC(=O)c1c(CSc2ccc(C)cc2)n(C)c2cc(Br)c(O)c(CN(C)C)c12	-23%	nt	8.2µM*
CCN1C(=O)/C(=C2/Sc3ccccc3N2CC)S/C1=N\c1ncn[nH]1	-21%	0%	23µM*
Cc1cc(C)cc(NC2=NCC(=O)N2Cc2ccccc2)c1	16%	0%	1%
Cc1cc2nn(-c3cccc4ccccc34)nc2cc1N	3%	-2%	18µM*
O=C(O)CC(NC(=O)C12CC3CC(CC(C3)C1)C2)c1cccc(Cl)c1 (stereo not given)	-3%	nt	-7%
CCOC(=O)c1ccc(NC(=O)CC2COc3ccccc3O2)cc1 (stereo not given)	1%	-1%	1µM*
Cn1c2ccccc2c2cc(/C=N/NC(=O)c3ccc(O)cc3O)ccc21	-14%	2%	?
Cc1cc(-c2ccccc2)n2ncnc2n1	-2%	2%	3%
O=C(Nc1ccc(-c2cnco2)cc1)c1ccccc1	3%	6%	2%
O=C(CN1CCOCC1)NCc1cc([N+](=O)[O-])ccc1O	4%	nt	13%
COC(=O)C1=C(C(=O)c2ccccc2)C(c2ccccc2)n2nnnc2N1 (stereo not given)	?	5%	-11%
CCCCn1c(N)c(N(CC(C)C)C(=O)C2CC(=O)N(c3ccc(CC)cc3)C2)c(=O)[nH]c1=O (stereo not given)	-14%	0%	4%
O=C(c1cc(C(F)(F)F)cc(C(F)(F)F)c1)N1CCC2(CCCN(Cc3ccncc3)C2)CC1	-14%	nt	?
O=C(CCC(=O)N1CCOCC1)Nc1nnc(C2CCCCC2)s1	3%	-3%	-8%
N#Cc1cccc(NC(=O)CN2C(=O)NC3(CCCCCC3)C2=O)c1	nt	0%	-28%
O=C1CN(S(=O)(=O)c2cc(Cl)ccc2Cl)CCN1	-5%	5%	-7%
CN1C(=O)C(CC(=O)NC2CCCCC2)SC1=Nc1ccccc1 (stereo not given)	-20%	3%	?
CCN(CC)C(=O)C1CCC(CNS(=O)(=O)c2cccc3cccnc23)CC1 (stereo not given)	-3%	0%	-25%
CCCN1CCN(CCCNC(=O)CN2C(=O)c3cccnc3Oc3ccc(Cl)cc32)CC1	-3%	2%	16%
CN(C)/C=C1\C(=O)N(c2ccc(Cl)c(Cl)c2)CS1(=O)=O	2%	2%	-10%
COc1ccc(Br)cc1C(=O)Nc1cccc2ncccc12	-10%	1%	?
CN(C)/C=C1/Sc2ccccc2C1=O	-9%	7%	-22%
O=C1NC(c2ccccc2)CCC1(Cl)Cl (stereo not given)	-15%	8%	-4%
O=C(c1ccccc1)c1ccc2nc(N3CCN(C(=O)c4ccco4)CC3)c3nncn3c2c1	7%	6%	13µM*
Cc1ccc(Nc2nc(-c3sc(N)nc3C)cs2)cc1	-19%	16%	?
Nn1cc(-c2ccccc2)nc1SCC(=O)Nc1cccc(S(N)(=O)=O)c1	-2%	8%	4%
C=C(Nc1ccc(OC)cc1)C(=O)OC	9%	10%	nt
O=C(NNc1c(Cl)cncc1Cl)c1sccc1Cl	4%	-3%	?
Cc1cccc(CN2CCc3c(OCC(=O)N4CCCc5ccccc54)cccc3C2=O)c1	9%	3%	5.8µM*
CCOC(=O)C1CCCN(C(=O)c2cc(-c3ccc(C)cc3)on2)C1 (stereo not given)	13%	2%	1%
(more compounds)
SMILES	N370S GC	TDP1 inh	DT40 TDP1 no CPT
COc1ccc(OC)c(NC(=O)[C@H](CSCc2ccccc2)N2Cc3ccccc3C2=O)c1	nt	7%	?
CC(C)(C)n1nnnc1C(c1cccs1)N(Cc1ccccc1)Cc1ccco1 (stereo not given)	-2%	1%	16µM*
COc1ccccc1CNc1ccc(N2CCOCC2)c(C(=O)O)c1	1%	5%	3%
O=C1NC(=O)/C(=C\c2ccc(OCc3cnc(Cl)s3)cc2)S1	-13%	-4%	-15%
CCOc1ccccc1CN1CCN(Cc2cn(C)nc2-c2ccccc2)CC1CCO (stereo not given)	-22%	5%	1%
CCOc1cccc(NC(=O)c2cnccc2C(F)(F)F)c1	-20%	nt	-16%
C[C@H](CO)N1C[C@H](C)[C@@H](CN(C)Cc2ccc3c(c2)OCO3)Oc2c(NC(=O)C3CCCCC3)cccc2C1=O	nt	5%	23µM*
Cc1ccc(N(CC(=O)NC2CCCC2)C(=O)Cn2nnc(-c3ccccc3F)n2)cc1	-11%	nt	-19%
COc1cc(S(=O)(=O)NCC2(N3CCCCC3)CCCCC2)ccc1NC(C)=O	1%	-3%	2%
O=C(Nc1ccccc1C(=O)Nc1ccccc1)c1cccs1	-1%	0%	-7%
CC(=O)Nc1ccc(NC(=O)CN(c2cccc([N+](=O)[O-])c2)S(C)(=O)=O)cc1	-9%	8%	?
Cc1c(OC(C)C(=O)N[C@H](C(=O)O)c2ccccc2)ccc2c3c(c(=O)oc12)CCCC3 (stereo not given in full)	-10%	nt	-3%
Cc1cccc(C(C(=O)NCc2ccc(F)cc2)N(C(=O)c2csnn2)C2CC2)c1 (stereo not given)	-4%	6%	?
O=C(Cn1nc(-c2ccccc2)ccc1=O)N1CCCCC1	-4%	nt	3%
CCCOc1ccc(C(=O)Nc2ccc(N3CCN(C(=O)c4ccco4)CC3)cc2)cc1	4%	1%	?
Cc1cc(OCC(=O)N2CCC(O)(c3ccc(Cl)cc3)CC2)c2c(C)cc(=O)oc2c1	5%	2%	-5%
Cc1cc(C)nc(NC(=O)C(c2ccccc2)c2ccccc2)n1	26%	4%	-22%
COc1ccc(Oc2ncc3ncc(=O)n(C)c3n2)cc1	3%	nt	?
Cc1cccc(C)c1OCC(O)CNS(=O)(=O)c1ccccc1C(=O)N1CCCCC1 (stereo not given)	9%	0%	21µM*
COc1cc(OC)cc(C(=O)Nc2ccc(S(=O)(=O)Nc3cc(C)on3)cc2)c1	8%	0%	-11%
COc1ccc(Cl)cc1NC(=O)COC(=O)C1CC(=O)N(Cc2ccccc2)C1 (stereo not given)	nt	-4%	-30%
CN1CCN(S(=O)(=O)c2cccc(C(=O)NC3(C)CCS(=O)(=O)C3)c2)CC1 (stereo not given)	nt	0%	3%
O/N=C1\CC(O)Cc2nonc21 (stereo not given)	-7%	-1%	3%
CC1CC(C)CN(C(=O)c2ccc3c(c2)OCCO3)C1 (stereo not given)	nt	0%	?
O=C(c1ccccc1)N1CCN(C(=O)c2cc3ccccc3oc2=O)CC1	2%	nt	0%
CSc1ccc(N/N=C(/C#N)S(=O)(=O)C(C)(C)C)cc1	-5%	10%	?
CN(Cc1ccccc1)S(=O)(=O)c1ccc(C(=O)Nc2nnc(C3CC3)o2)cc1	7%	12%	21µM*
Cc1cc(F)ccc1S(=O)(=O)Nc1ccc2oc3c(c2c1)CC(C)CC3 (stereo not given)	nt	0%	?

Single values from above.
For TDP1 inh, COc1cc(OC)cc(C(=O)Nc2ccc(S(=O)(=O)Nc3cc(C)on3)cc2)c1 reads 0%
For TDP1 inh, CN1CCN(S(=O)(=O)c2cccc(C(=O)NC3(C)CCS(=O)(=O)C3)c2)CC1 (stereo not given) reads 0%
